DNA FID counter: fluorescent intercalator displacement, NS3 helicase counter-screen | DNA fluorescent intercalator displacement, fluorescence | inhibition, % at 7.9 µM | actives 0.17% (n = 290,000); in the data active = inhibition above about 37%;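 also: 0% = vehicle and 100% = reference compound; higher means more ethidium bromide displaced from hairpin DNA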
PfM18AAP inh: PfM18AAP enzyme inhibition. recombinant PfM18AAP, H-Glu-NHMec fluorogenic cleavage. inhibition, % at 7.35 µM. actives 1.2% (n = 290,000). AID 1822;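 active = inhibition above the campaign mean inhibition over all tested compounds plus 3 SD, cut at about 28% in these data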;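 also: 0% = plate median of test compound wells and 100% = 2 mM ZnCl2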
OXTR ag: agonists of human oxytocin receptor | P30559 | CHO-OTR cells, Fluo-8 calcium fluorescence; normalized: DMSO 0%, oxytocin 100% | activation, % at 3 µM | actives 0.32% (n = 320,000) | AID 2435;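 active = activation above the mean of all tested compounds plus 3 SD, cutoff set per screening run, cut at about 20% in these data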;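 also: peak over basal fluorescence ratio from a 100 s FLIPR kinetic read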
Target sequence (P30559 whole entry, looked up): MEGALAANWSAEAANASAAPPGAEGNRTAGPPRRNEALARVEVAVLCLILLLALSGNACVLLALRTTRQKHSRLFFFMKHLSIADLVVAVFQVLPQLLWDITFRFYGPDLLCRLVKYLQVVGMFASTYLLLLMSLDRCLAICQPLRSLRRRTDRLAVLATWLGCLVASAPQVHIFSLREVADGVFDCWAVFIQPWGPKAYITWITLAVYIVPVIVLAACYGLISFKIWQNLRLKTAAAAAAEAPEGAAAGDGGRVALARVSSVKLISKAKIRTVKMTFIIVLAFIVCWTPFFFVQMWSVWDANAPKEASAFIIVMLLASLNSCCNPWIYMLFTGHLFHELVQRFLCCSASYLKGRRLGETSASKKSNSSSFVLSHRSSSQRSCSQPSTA
GPR7 antag: blocks human GPR7 receptor signaling; actives 1.1% (n = 290,000); P48145; GPR7-expressing cells, fluorescence antagonist assay; inhibition, % at 4.4 µM; in the data active = inhibition above about 16%, passing the limit was not always enough;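 also: cells stimulated with the agonist NPW; 0% = agonist with vehicle and 100% = vehicle without agonist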
Target sequence (P48145 whole entry, looked up): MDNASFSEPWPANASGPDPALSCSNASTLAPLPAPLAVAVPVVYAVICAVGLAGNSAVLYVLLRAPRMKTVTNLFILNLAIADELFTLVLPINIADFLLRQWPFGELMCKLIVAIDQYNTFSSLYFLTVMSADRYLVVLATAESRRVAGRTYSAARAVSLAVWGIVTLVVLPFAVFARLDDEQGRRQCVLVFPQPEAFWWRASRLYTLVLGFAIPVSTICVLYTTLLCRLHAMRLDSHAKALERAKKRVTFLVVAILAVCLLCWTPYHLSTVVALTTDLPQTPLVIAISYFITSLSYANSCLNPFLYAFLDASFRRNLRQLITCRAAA
PHOSPHO1 inh: blocks human PHOSPHO1 phosphatase activity; Q8TCT1; recombinant PHOSPHO1, absorbance phosphatase assay; inhibition, % at 13.3 µM; actives 1.1% (n = 290,000); AID 1565; in the data active = inhibition above about 60%
Target sequence (Q8TCT1 whole entry, looked up): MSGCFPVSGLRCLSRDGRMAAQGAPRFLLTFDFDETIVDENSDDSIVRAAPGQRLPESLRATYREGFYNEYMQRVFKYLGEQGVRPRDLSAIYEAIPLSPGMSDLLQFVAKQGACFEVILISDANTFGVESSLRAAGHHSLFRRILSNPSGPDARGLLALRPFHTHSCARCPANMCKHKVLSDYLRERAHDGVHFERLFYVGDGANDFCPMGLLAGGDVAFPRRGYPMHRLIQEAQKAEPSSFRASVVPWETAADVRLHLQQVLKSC
MEKK3 PB1 HTS: MEKK3-MEK5 PB1 interaction, increase or decrease. bead-based flow cytometry, Alexa488-MEK5 binding to MEKK3; actives lie on both sides; 0 = blocked by unlabeled MEK5, 100 = vehicle. actives 1.4% (n = 290,000). AID 1529. binding response (% of control), % at 10 µM;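 active = binding response more than 3 SD above or below the average of its plate-row segment, actives on both sides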;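 also: Alexa488 bead fluorescence after subtracting the streptavidin-only scavenger bead signal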
MEKK2wt PB1 HTS: raises or lowers MEK5 binding to wildtype human MEKK2 PB1 domain; binding response (% of control), % at 10 µM; actives 1.1% (n = 290,000); AID 1531; Q9Y2U5; bead flow cytometry, Alexa488-MEK5 binding to MEKK2 WT; actives lie on both sides; in the data active = binding response below about 67% or above about 130%
MEKK2mut PB1 HTS: signal of MEK5 binding to mutant human MEKK2 PB1 domain; bead flow cytometry, Alexa488-MEK5 binding to MEKK2 mutant; percent response, % at 10 µM; actives 0.35% (n = 290,000); AID 1530; in the data active = percent response above about 24%, passing the limit was not always enough; also: inactives centre near 1; some results filed as inactive read as strong as hits; reference of the scale not given here
NALP1 yeast inh: inhibitors of NALP1 inflammasome in yeast | S. cerevisiae NALP1/ASC/caspase-1 growth, X-gal OD620, 72 h | inhibition, % at 10 µM | actives 0.61% (n = 280,000); in the data active = inhibition mostly above about 24%, no sharp cut-off; inactive = mostly below about 32%; also: some compounds called inactive have numbers as strong as hits
* marks the source's active call; other numbers are inactive results; / = not tested or not shown; [ ] = another dose, or the depositor's remark.

The first 5 entries as a preview:
SMILES	DNA FID counter	PfM18AAP inh	OXTR ag	GPR7 antag	PHOSPHO1 inh	MEKK3 PB1 HTS	MEKK2wt PB1 HTS	MEKK2mut PB1 HTS	NALP1 yeast inh
COC(=O)c1sc(S(=O)(=O)NC(C)C(=O)O)c(C(=O)OC)c1C (stereo unspecified)	2	4	1.3	1	5	97	90	-10	0
CCOC(=O)Cn1c(=O)c(C#N)cn(C(C)C)c1=O	0	-2	0.9	-13	51	102	98	1	5
O=C(CCc1nnc(CCCc2ccccc2)o1)NCCN1CCOC1=O	0	6	1.3	3	1	101	93	-9	16
Cc1nn(C)cc1-c1csc(N)n1	2	-2	-0.3	-6	-8	100	102	2	3
Cc1cccc(C(=O)Oc2cc(C)[nH]c(=O)c2[N+](=O)[O-])c1	0	4	-0.4	9	49	107	105	13	4

Results, from the start:
SMILES	DNA FID counter	PfM18AAP inh	OXTR ag	GPR7 antag	PHOSPHO1 inh	MEKK3 PB1 HTS	MEKK2wt PB1 HTS	MEKK2mut PB1 HTS	NALP1 yeast inh
COC(=O)c1sc(S(=O)(=O)NC(C)C(=O)O)c(C(=O)OC)c1C (stereo unspecified)	2	4	1.3	1	5	97	90	-10	0
CCOC(=O)Cn1c(=O)c(C#N)cn(C(C)C)c1=O	0	-2	0.9	-13	51	102	98	1	5
O=C(CCc1nnc(CCCc2ccccc2)o1)NCCN1CCOC1=O	0	6	1.3	3	1	101	93	-9	16
Cc1nn(C)cc1-c1csc(N)n1	2	-2	-0.3	-6	-8	100	102	2	3
Cc1cccc(C(=O)Oc2cc(C)[nH]c(=O)c2[N+](=O)[O-])c1	0	4	-0.4	9	49	107	105	13	4
Cc1ccc(/C=N/Nc2cc(C)nc(NCc3ccccc3)n2)cc1	8	0	-1.8	17	16	108	199*	63*	7
CCSc1ccccc1C(=O)NCCc1ccccc1	-9	0	-0.9	-8	51	98	99	-1	3
O=C1OC(c2ccccc2)=C/C1=C\N1CCOCC1	-4	2	-0.6	-10	-5	2.0*[inhibitor]	2.0*[inhibitor]	-16	24
O=C(NC1CCCN(Cc2ccccc2F)C1)c1cccc(N2CCCC2=O)c1 (stereo unspecified)	0	6	0.3	-5	38	94	103	-6	15
CCCCn1c(SCc2nc3ccccc3s2)nc2cc(S(N)(=O)=O)ccc21	-18	5	0.3	-3	32	100	91	-7	-1
O=C(Oc1c(Br)cc(C(=S)N2CCOCC2)cc1Br)c1ccc(Cl)cc1	-8	3	0.7	-3	96*	/	/	/	8
CCOC(=O)c1ccc(NC(=O)NC2CC3CCC(C2)N3)cc1 (stereo unspecified)	-4	1	1.0	-8	-6	114	112	0	13

Compound profiles, from the list above:
O=C(NC1CCCN(Cc2ccccc2F)C1)c1cccc(N2CCCC2=O)c1 (stereo unspecified) is listed with DNA FID counter = 0; PfM18AAP inh = 6; OXTR ag = 0.3; GPR7 antag = -5; PHOSPHO1 inh = 38; MEKK3 PB1 HTS = 94; MEKK2wt PB1 HTS = 103; MEKK2mut PB1 HTS = -6; NALP1 yeast inh = 15
O=C1OC(c2ccccc2)=C/C1=C\N1CCOCC1 is listed with DNA FID counter = -4; PfM18AAP inh = 2; OXTR ag = -0.6; GPR7 antag = -10; PHOSPHO1 inh = -5; MEKK3 PB1 HTS = 2.0*[inhibitor]; MEKK2wt PB1 HTS = 2.0*[inhibitor]; MEKK2mut PB1 HTS = -16; NALP1 yeast inh = 24

As entered above.
Entry for Cc1ccc(/C=N/Nc2cc(C)nc(NCc3ccccc3)n2)cc1 in OXTR ag: -1.8
Entry for O=C1OC(c2ccccc2)=C/C1=C\N1CCOCC1 in GPR7 antag: -10

(further entries)
SMILES	DNA FID counter	PfM18AAP inh	OXTR ag	GPR7 antag	PHOSPHO1 inh	MEKK3 PB1 HTS	MEKK2wt PB1 HTS	MEKK2mut PB1 HTS	NALP1 yeast inh
CC(=O)Nc1ccc(S(=O)(=O)c2ccc(C)cc2)cc1	-3	-15	1.9	0	34	103	104	2	15
CCCn1c(N2CCN(CC(=O)NCc3cccs3)CC2)nc2ccccc21	-16	2	0.1	-6	18	99	101	1	37
Cc1ccc(N(C(=O)c2csnn2)C(C(=O)NC2CCCCC2)c2ccccn2)cc1C (stereo unspecified)	-40	0	0.2	-4	39	99	97	0	-2
O=C(O)CC/C(=N\NC(=O)c1ccncc1)c1ccccc1	-7	-2	2.5	17	-11	101	97	-1	12
Cc1[nH]c2ccccc2c1C(=O)C(=O)NCCOc1ccccc1	-8	5	0.8	4	-2	103	95	-8	-8
N/C(=N\OC(=O)c1ccccc1)c1ccncc1	-2	-9	-1.4	3	32	96	96	-1	38
CCC(=O)Nc1nc2ccc3sc(C)nc3c2s1	-7	1	-0.8	9	64*	106	103	1	-20
Cc1ccc(S(=O)(=O)NCc2ccccc2)s1	-1	1	-1.3	2	36	104	103	8	14
CCN(CC)C(=O)COc1ccc(S(=O)(=O)N2CCOCC2)cc1	0	9	1.4	-9	13	96	101	0	19
CCOc1cc(CNCc2cccnc2)ccc1OCC(=O)NC(C)(C)C	3	-7	1.1	-14	73*	103	101	1	-15
Cc1ccccc1C(=O)Nc1nnc(-c2ccc(C(C)(C)C)cc2)s1	-1	-5	0.3	-12	-12	104	103	3	-40
Cn1c(C(=O)N2CCN(c3ccc(Cl)cc3)CC2)cc2c(=O)[nH]c3ccccc3c21	-6	-1	1.0	-3	35	102	96	-2	12
O=C(COc1ccc2c(c1)CCC2)NCc1ccccc1	-7	1	-2.5	-3	0	102	102	-2	24
CC(=O)c1ccc(NC2OC(C)C(O)C(O)C2O)cc1 (stereo unspecified)	7	-1	-0.9	-9	-3	94	93	-1	7
Cc1csc(NC(=O)CSc2nc(C)cs2)n1	3	2	-0.6	-4	0	106	102	8	30
CCCS(=O)(=O)N1CCCC(C(=O)Oc2ccc(OC)cc2)C1 (stereo unspecified)	-10	-6	-1.3	0	/	106	110	5	0
COc1ccc([C@@H]2[C@@H]3C(=O)N(C(C)(C)C)C(=O)[C@@H]3[C@]3(C)C(=O)N(c4cccc(C)c4)C(=O)N23)cc1	-33	5	0.3	-13	15	99	105	-2	-3
CC(=O)c1ccc(NC(=O)Cn2nc(C)c([N+](=O)[O-])c2C)cc1	1	-14	0.5	-9	20	100	97	0	14
O=S(c1ccsc1)c1ccsc1	0	4	-0.5	-13	17	101	103	1	18
COC(=O)c1csc2c(C(F)(F)F)cc(N3CCN(C(=O)Nc4ccccc4)CC3)nc12	-2	-10	0.1	-11	13	103	102	-1	/
CC(C)(C)NC(=O)c1c(F)c(F)c(F)c(F)c1F	-1	-5	0.1	-2	-9	103	99	-2	17
Cc1ccc2c(c1)c1ncnc(N3CCc4ccccc4C3)c1n2C	-13	-1	1.4	-8	21	107	102	21	19
Cn1cc(CNC(=O)c2cc(-c3ccc(Br)cc3)nc3ccccc23)cn1	2	3	0.9	-12	8	103	101	-4	8
O=S(=O)(NCC(c1ccco1)N1CCN(c2ccccc2F)CC1)c1ccccc1 (stereo unspecified)	-10	-2	-0.6	-3	-24	93	99	-1	13

Some of these compounds in order of their number in PfM18AAP inh, highest first:
Compound | PfM18AAP inh
COc1ccc([C@@H]2[C@@H]3C(=O)N(C(C)(C)C)C(=O)[C@@H]3[C@]3(C)C(=O)N(c4cccc(C)c4)C(=O)N23)cc1 | 5
Cc1csc(NC(=O)CSc2nc(C)cs2)n1 | 2
Cc1ccc2c(c1)c1ncnc(N3CCc4ccccc4C3)c1n2C | -1

Next part
SMILES	DNA FID counter	PfM18AAP inh	OXTR ag	GPR7 antag	PHOSPHO1 inh	MEKK3 PB1 HTS	MEKK2wt PB1 HTS	MEKK2mut PB1 HTS	NALP1 yeast inh
O=C(Nc1cc(S(=O)(=O)N2CCOCC2)ccc1O)c1ccco1	0	14	0.4	-13	-27	103	107	5	-8
O=C(Nc1nc(N2C(=O)c3ccccc3C2=O)n(-c2ccccc2)n1)c1ccc(F)cc1	-6	-1	0.0	10	2	108	107	4	-18
O=C(NC(=S)Nc1nc(-c2ccccc2)cs1)c1cncc(Br)c1	-2	3	19	7	24	102	98	2	-1
O=C(CSc1ccccn1)N/N=C/C=C/c1ccccc1	-7	-3	-1.0	-9	-2	94	90	3	18
CCOc1ccc(NC(=S)N(CCN2CCOCC2)Cc2ccc3c(c2)CCCN3CC)cc1	5	7	-2.5	-1	-8	99	96	-8	5
COc1ccc(S(=O)(=O)N2CCC(C(=O)NCc3ccccn3)CC2)cc1OC	-5	-3	-0.9	-1	17	99	100	-2	5
CCOC(=O)CN1C(=O)N[C@@H](c2cccc(C(F)(F)F)c2)C(C(C)=O)=C1C	/	/	-1.3	/	/	93	92	-6	/
CCN(CC(=O)NCCc1ccccc1)S(=O)(=O)c1ccc(Br)cc1	-15	-7	1.4	-3	22	98	98	-1	37
CCOC(=O)N1CCN(C(=O)c2cc(C)c3c(C)nn(-c4ccccc4)c3n2)CC1	-27	-4	-0.7	-1	16	108	106	7	14
Cc1cccc(OCCn2nnc3ccccc32)c1C	-22	-3	-1.2	-16	20	111	113	16	8
COC(=O)C(NNc1ccccc1C)(NC(=O)c1ccc(F)cc1)C(F)(F)F (stereo unspecified)	-2	-4	-2.2	-2	7	100	102	1	12
Cc1cc(N2C(=O)C(O)=C(C(=O)c3ccco3)C2c2cccc(O)c2)no1 (stereo unspecified)	7	17	0.2	-17	12	99	99	-2	11
Cc1cc(/C=C2\SC(=S)N(Cc3ccco3)C2=O)c(C)n1-c1ccccc1	-10	6	2.4	-2	-2	107	90	-1	10
CCOc1ccccc1NC(=O)N1CCN(S(C)(=O)=O)CC1	0	-1	0.3	2	41	99	95	-5	2
COc1ccc(C(=O)NCCCn2ccnc2)cc1	-3	-5	1.9	-9	-6	100	102	-1	0
CCCCCCC(=O)Nc1c(O)c2ccccc2[nH]c1=O	1	6	-1.2	-1	30	94	90	-3	18
Cc1nc2sccn2c(=O)c1Br	2	-2	-0.2	-8	6	106	123	22	23
CC(Oc1ccc(Cl)cc1Cl)C(=O)Nc1ccncc1 (stereo unspecified)	-3	3	17	9	9	86	93	-4	30
CCc1nc(SCc2cccnc2)c2c(=O)n(C)c(=O)n(C)c2n1	-11	3	-0.8	-2	8	104	105	8	/
CC(C)[C@H](NC(=O)NCCC1=CCCCC1)C(=O)O	-4	3	0.2	-8	0	102	100	-1	9
Cc1c(C(=O)O)c(C(=O)O)nc2ccc(N3CCOCC3)cc12	-2	17	-0.1	14	-6	100	96	-7	-4
Cc1cc(C)c(NC(=S)N2CCCC2C(=O)O)c(C)c1 (stereo unspecified)	-2	0	-0.1	-7	-11	97	97	14	27
O=C(NCc1ccccc1F)c1ccc2c(c1)OCCO2	-3	3	-0.6	-10	36	102	101	3	3
CCOc1ccc(CN2CCNC(=O)C2CC(=O)NCc2cc(C)n(C)n2)cc1 (stereo unspecified)	-8	9	0.0	0	41	103	106	4	-5
COc1cc(OC)c(NC(=O)CCCn2c(=O)oc3ccccc32)cc1Cl	0	-2	-0.2	0	-7	97	97	-2	/
Cc1ccc(S(=O)(=O)/N=C2/C=C(Sc3ncn[nH]3)C(=O)c3ccccc32)cc1	-3	51*	-0.1	-17	73*	103	106	1	29
C[C@H](NC(=O)[C@@H]1CSC2c3ccccc3C(=O)N21)C(=O)NCc1c(F)cccc1Cl (stereo partly specified)	-33	10	2.7	2	-4	98	91	-2	17

From PubChem
